# GASC-1 inh: blocks human GASC-1 demethylase activity | Q9H3R0 | GST-JMJD2C(1-420) H3K9me3 demethylation, DELFIA europium | inhibition, % at 2.35 µM | 0.069% of 330,000 active | AID 2099;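 active = more than half of a compound's replicate wells show inhibition beyond 50%, single wells judged on their own value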;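 note: signal counts dimethyl H3K9 product captured on neutravidin plate; 0% = median of DMSO wells and 100% = 0.3 times that DMSO median; strong numbers were not always called active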
# Target sequence (Q9H3R0 1-420 limits assumed): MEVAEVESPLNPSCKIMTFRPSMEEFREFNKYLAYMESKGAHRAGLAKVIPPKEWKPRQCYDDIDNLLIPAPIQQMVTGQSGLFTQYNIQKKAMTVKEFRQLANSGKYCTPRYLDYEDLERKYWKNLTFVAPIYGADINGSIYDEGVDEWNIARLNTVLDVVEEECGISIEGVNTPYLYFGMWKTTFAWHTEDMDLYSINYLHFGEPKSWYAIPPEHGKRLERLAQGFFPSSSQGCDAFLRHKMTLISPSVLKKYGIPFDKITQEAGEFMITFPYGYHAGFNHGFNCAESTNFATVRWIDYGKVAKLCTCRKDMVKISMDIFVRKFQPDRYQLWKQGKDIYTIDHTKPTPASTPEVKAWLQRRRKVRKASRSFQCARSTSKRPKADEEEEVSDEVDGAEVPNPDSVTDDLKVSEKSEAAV
# HCV core dimer: HCV core protein dimerization inhibition; 0.33% of 300,000 active; AID 1899; TR-FRET GST/Flag-core106 dimerization, 1536-well; inhibition, % at 5 µM;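 active = inhibition above the mean of all tested compounds plus 3 SD, set per screening campaign, cut at about 45% in these data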
#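 Assay system: tagged HCV core106 pair (GST and Flag); medium: KF-containing HEPES buffer, pH 7.45, DTT, CHAPS, BSA; also added: Eu donor and XL665 acceptor anti-tag antibodies; dosing: 5 µM single dose; timing: compound-protein-antibody incubation 4 h at 22.5 °C; signal: TR-FRET 671 and 617 nm emission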
# PP1 counter: counter-screen for PP5 inhibitors: inhibitors of human PP1-alpha; P62136; purified PP1alpha, OMFP fluorescence; inhibition, % at 6.7 µM; 0.9% of 320,000 active; AID 2235;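 active = inhibition above the mean inhibition of all tested compounds plus 3 SD, computed separately for each screening campaign, cut at about 15% in these data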
# Target sequence (P62136 whole entry, looked up): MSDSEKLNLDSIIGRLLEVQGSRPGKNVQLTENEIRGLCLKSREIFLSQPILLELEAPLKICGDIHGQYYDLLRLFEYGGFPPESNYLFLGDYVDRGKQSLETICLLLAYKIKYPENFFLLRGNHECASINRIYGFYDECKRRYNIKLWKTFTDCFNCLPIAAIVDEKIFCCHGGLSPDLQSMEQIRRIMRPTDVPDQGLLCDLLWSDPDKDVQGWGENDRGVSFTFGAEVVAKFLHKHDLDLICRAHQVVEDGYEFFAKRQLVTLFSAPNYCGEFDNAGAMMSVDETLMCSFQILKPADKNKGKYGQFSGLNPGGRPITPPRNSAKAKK
# CTSL1 counter: cathepsin L1 inhibition, PFM18AAP counter-screen; recombinant F. hepatica cathepsin L1, Z-Leu-Arg-MCA fluorescence; inhibition, % at 5.96 µM; 0.49% of 300,000 active;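 active = inhibition above the mean of all tested compounds plus 3 SD, set per screening campaign, cut at about 17% in these data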;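 note: 0% = plate median of test compound wells and 100% = 1 µM Z-Phe-Ala-diazomethylketone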
# TPT1 inh: inhibitors of Candida albicans tRNA 2'-phosphotransferase TPT1; recombinant caTPT1, FP RNA substrate dephosphorylation; inhibition, % at 5 µM; 0.81% of 300,000 active; AID 1962;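 active = inhibition above the mean of all tested compounds plus 3 SD, set per screening campaign, cut at about 24% in these data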;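 note: plate controls were DMSO alone for no effect and ferristatin control at 100 nM for full effect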
# EBNA-1 inh: blocks EBNA-1 binding to DNA | EBNA-1 DNA binding, fluorescence polarization | inhibition, % at 14.8 µM | 0.34% of 300,000 active; in the data active = inhibition above about 28%
# ZTA DNA inh: blocks Epstein-Barr virus ZTA, an EBNA-1 counter-screen. P03206. ZTA-DNA binding, fluorescence polarization. inhibition, % at 11 µM. 0.15% of 320,000 active; in the data active = inhibition above about 33%
# Target sequence (P03206 whole entry, looked up): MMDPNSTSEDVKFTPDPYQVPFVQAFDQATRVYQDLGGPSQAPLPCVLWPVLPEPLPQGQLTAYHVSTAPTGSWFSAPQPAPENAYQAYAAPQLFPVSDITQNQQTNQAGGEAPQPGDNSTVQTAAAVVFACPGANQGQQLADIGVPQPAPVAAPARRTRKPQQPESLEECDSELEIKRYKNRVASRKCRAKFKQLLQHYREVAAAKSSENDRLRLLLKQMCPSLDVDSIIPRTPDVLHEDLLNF
# Yeast superoxide: yeast age-related superoxide inhibition as caloric restriction mimetic; S. cerevisiae aged cells, superoxide DHE fluorescence; active compounds read low; superoxide response (% of plate mean), % at 10 µM; 0.18% of 330,000 active; AID 2690;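 active = superoxide response under a set limit, about three screen SD below normal, cut at about 65% in these data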;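 note: yeast aged for seven days with compound at 30 °C before DHE staining; 100% = average MFI of all compound-treated wells on the plate with controls excluded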
# PP5 primary: blocks human protein phosphatase 5 activity; P53041; AID 1987; purified PP5c, OMFP substrate fluorescence; 0.18% of 320,000 active; inhibition, % at 6.7 µM;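 active = inhibition above the campaign's mean inhibition across all tested compounds plus 3 SD, cut at about 9.5% in these data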;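 note: 0% = DMSO only and 100% = 100 µM cantharidin control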
# Numbers without * were called inactive; . = not tested or not shown.
Structure,GASC-1 inh,HCV core dimer,PP1 counter,CTSL1 counter,TPT1 inh,EBNA-1 inh,ZTA DNA inh,Yeast superoxide,PP5 primary
COc1ccc(NS(=O)(=O)c2cc(-c3nnnn3C)ccc2OC)cc1,-4.4,-1.3,-2.1,-0.6,-0.5,2.5,-2.6,90.9,-0.4
C=CCN=C1NN=C(c2cc(C)n(CCOC)c2C)CS1,-22.2,6.1,1.1,-0.5,1.1,-6.8,9.2,97.3,2.1
COc1ccc(NC(=S)N2CCN(S(=O)(=O)c3ccc(F)cc3)CC2)cc1OC,-0.7,-17.1,-3.8,15.4,-3.4,0.9,-18.4,104.5,2.3
CCOn1c(=O)c(-c2cccc3ccccc23)[n+]([O-])c2ccccc21,3.6,-1.0,-5.6,1.4,-4.4,11.4,8.0,94.5,2.2
Cc1ccc(S(=O)(=O)CCC(=O)N2CCc3ccccc32)cc1,4.2,3.4,0.5,-1.0,0.5,0.3,4.6,95.9,0.1
O=C(c1ccc(=O)oc1)N1CCC(C(O)(c2ccccc2)c2ccccc2)CC1,.,1.4,-8.3,0.7,-1.2,-0.9,2.2,86.8,-3.1
CC(=O)c1cccc(NC(=O)COc2cc3oc(=O)c(CC(C)O)c(C)c3cc2Cl)c1 (centres undefined),-1.4,2.6,-0.2,1.9,-3.0,-11.8,-24.1,94.1,5.5
COc1cc(C(C)=O)ccc1COc1ccc(C(=O)O)cc1OC,-5.4,-3.0,-0.5,-1.7,-3.4,-14.2,-2.5,91.8,11.4*
C#CCOCCOCCOCCNc1nc(N2CCN(C(=O)CCCCCCCCCCNC(=O)Cn3cc(C[C@@H](C)O)nn3)CC2)nc(N2CCN(C(=O)CCCCCCCCCCNC(=O)[C@@H](CCC(=O)O)n3cc(CCCCCN)nn3)CC2)n1,.,-1.1,0.5,3.0,-1.5,3.6,12.3,102.7,0.4
CCOC(=O)C1(Cc2ccccc2Cl)CCN(S(C)(=O)=O)CC1,-2.5,1.2,-2.7,4.3,2.1,-2.8,9.7,90.1,1.5
CCOc1ncccc1C(=O)Nc1cccc(-c2nnc3n2CCCCC3)c1,17.8,-1.9,-6.0,-2.3,-2.6,-16.8,-10.8,105.4,1.6
O=C(COC(=O)CSc1ccccc1)NNC(=O)c1ccc([N+](=O)[O-])cc1,-5.7,-5.1,-2.6,-16.9,-5.2,0.1,12.4,99.2,0.7
COc1ccc(NC(=O)c2ccc(Cl)c(S(=O)(=O)NCC3CCCO3)c2)c(OC)c1 (centres undefined),-9.1,13.6,0.4,-1.9,0.3,5.1,18.0,96.2,-1.1
COc1ccc(NC(=O)N2CCCC2C(=O)Nc2ccccc2F)cc1 (centres undefined),4.0,3.5,-4.8,-3.0,-2.0,-1.4,-11.9,98.3,2.2
COc1cc(/C=C/C(=O)c2ccc(F)cc2)cc(OC)c1OC,6.1,-7.5,-2.9,-1.2,-0.9,4.6,-6.0,82.5,1.7

# New compounds follow.
Structure,GASC-1 inh,HCV core dimer,PP1 counter,CTSL1 counter,TPT1 inh,EBNA-1 inh,ZTA DNA inh,Yeast superoxide,PP5 primary
O=C(CCCOc1ccc(Cl)cc1Cl)n1nnc2ccccc21,5.3,-3.5,-3.0,-0.8,-4.1,2.9,-5.2,84.2,-1.1
CCC(=O)Nc1nc(C)c(C(=O)NC2CCCCC2)s1,3.5,-3.2,2.2,-2.5,4.3,1.7,16.1,97.6,3.6
CN(C(=S)NC(=O)Cc1ccccc1)c1ccccc1,0.0,-3.6,-4.2,-0.9,-0.6,-16.3,-14.3,89.5,2.4
Cc1cc(C(=O)O)cc(S(=O)(=O)Nc2ccccc2C(=O)NC(C)c2ccccc2)c1C (centres undefined),20.5,3.6,0.8,-2.6,-1.8,5.0,-4.1,104.0,1.2
COc1cccc(-c2csc(N3CCN(C(=O)Nc4ccc(F)cc4)CC3)n2)c1,-3.4,7.7,6.9,0.7,1.4,6.6,19.7,97.3,2.7
CCCn1cc(SCC(=O)NCc2ccc3c(c2)OCO3)c2ccccc21,0.0,6.7,-2.7,-1.1,-3.5,1.0,18.0,107.6,2.0
Cc1ccc(/C=N/NC(=O)Cc2c(F)cccc2Cl)s1,1.2,-13.0,-4.1,4.0,-2.2,0.1,-3.0,108.1,2.9
CCC(=O)n1nc(-c2ccccc2)nc1SCC(=O)Nc1ccc(C)cc1,-1.4,-9.7,7.7,1.4,-7.8,0.3,-12.5,97.7,-5.8
COc1ccc(-c2nnn(CC(=O)N(Cc3ccccc3Cl)C(C(=O)NCC3CCCO3)c3ccco3)n2)cc1OC (centres undefined),-21.0,6.0,-2.2,7.7,-3.6,-10.3,-10.3,86.4,2.4
O=C(/C=C/c1ccco1)NCc1ccc2c(c1)OCO2,13.5,2.9,-1.4,5.5,7.2,4.6,9.7,94.9,-2.3
CCOC(=O)[C@H]1[C@H]2COc3ccccc3[C@@H]2N2C(=O)c3ccccc3NC(=O)[C@@]12C,-4.4,7.8,2.2,-6.0,-0.1,-5.7,-3.3,.,2.4
O=C(c1ccc2c(=O)n(Cc3ccco3)c(=S)[nH]c2c1)N1CCN(Cc2ccccc2)CC1,13.8,9.5,0.5,-1.8,2.6,-10.3,-0.5,102.5,4.2
COc1cccc(CN2CCC(C(=O)Nc3ccc(-c4cccc(C)c4)cc3)CC2)c1O,4.1,-5.5,6.6,-9.1,-1.8,5.3,0.6,96.1,3.2
N#Cc1ccc(NC(=O)COC(=O)CCc2nc3ccccc3c(=O)[nH]2)cc1,4.2,0.2,1.4,-1.4,0.2,-2.8,16.3,102.6,-0.8
Cc1cc(OCC(=O)NCc2nc(-c3ccccc3)no2)c(C)cc1Br,-23.9,-4.9,0.2,-6.7,-1.2,-3.5,-6.0,114.7,1.6

# (continued)
Structure,GASC-1 inh,HCV core dimer,PP1 counter,CTSL1 counter,TPT1 inh,EBNA-1 inh,ZTA DNA inh,Yeast superoxide,PP5 primary
Cc1cc(C)c(C)c(S(=O)(=O)N2CCN(C(=O)c3ccco3)CC2)c1C,-31.6,10.4,-2.9,-9.2,-1.1,-15.8,-2.2,91.0,3.3
O=C(NNC(=S)NC1CCCCC1)c1ccccc1Br,10.3,2.6,3.0,-3.5,-0.1,-9.5,1.0,103.0,0.6
CCOC(=O)C1=C(CCc2ccccc2)NC(=O)NC1c1ccc(Br)cc1 (centres undefined),-3.0,17.4,-0.3,2.0,-1.7,-3.2,-10.6,113.6,3.3
C/C(=N\NC(=O)c1ccccc1F)c1cccc(NC(=O)c2ccccc2)c1,11.5,-7.2,-5.4,-3.9,-1.1,-1.8,-15.9,103.5,-1.4
O=C(O)C1CCCCC1C(=O)NC(c1ccccc1)c1ccccc1 (centres undefined),4.3,0.5,0.2,0.0,1.7,-5.5,-2.3,108.9,1.3
COc1ccc(N(C(=O)c2snc(C(N)=O)c2N)C(C(=O)NC2CCCC2)c2ccc3ncccc3c2)cc1 (centres undefined),-3.3,0.9,-0.1,7.2,-2.2,14.9,-2.1,99.2,0.8
COC(=O)[C@]1(CC(C)C)N[C@H](c2ccc(-c3ccc(F)cc3)c(OC)c2)[C@@H]2C(=O)N(C)C(=O)[C@@H]21,51.6,0.2,1.2,0.7,1.7,7.0,1.9,104.8,6.5
O=C(O)/C(=C\c1c(C(=O)O)[nH]c2cc(Cl)cc(Cl)c12)c1ccccc1,.,4.1,-0.3,3.5,-0.3,-9.8,6.4,97.2,-0.9
Cc1cccc(C)c1NC(=O)c1sc(Cl)nc1C,-2.3,-3.8,-0.9,-4.7,1.9,4.5,1.2,102.0,0.3
O=C(O)c1cccc(COc2cccc3ccccc23)c1,5.3,3.9,-3.1,1.1,-1.5,-7.0,4.8,126.1,0.1
Cc1occc1C(=O)N1CCN(S(=O)(=O)c2ccc(F)cc2)CC1,0.1,.,-2.7,.,.,.,-1.6,115.4,0.9
COc1ccc2c(C)cc(SCC(=O)Nc3cccnc3Cl)nc2c1,1.5,-1.1,-3.7,-0.6,-3.3,19.7,-19.9,85.4,2.8
CC(C)[C@H](NC(=O)N1c2ccccc2NC(=O)[C@@H]1C(C)C)C(=O)N[C@@H](C(=O)O)c1ccccc1,5.1,-3.6,-2.5,0.3,0.7,0.0,4.2,129.2,2.9
O=C(COc1ncnc2ccc(Br)cc12)NCc1ccc2c(c1)OCO2,12.3,1.1,2.1,-0.7,-2.1,-3.8,-8.6,103.4,1.5
O=C(CCC(=O)Nc1ccccc1Cl)NNC(=O)c1ccco1,0.6,-6.0,-0.9,-5.5,0.6,11.6,3.4,105.9,1.9

# (more compounds)
Structure,GASC-1 inh,HCV core dimer,PP1 counter,CTSL1 counter,TPT1 inh,EBNA-1 inh,ZTA DNA inh,Yeast superoxide,PP5 primary
Cc1oc(-c2ccccc2F)nc1CS(=O)CC(=O)NCCN1CCCCC1C (centres undefined),-27.4,7.7,-2.4,-0.2,-1.4,18.3,-3.4,96.2,-0.5
O=c1c(-c2ccco2)[n+]([O-])c2ccccc2n1OCc1ccccc1,-7.2,12.2,5.1,6.9,-3.0,-14.1,-9.5,95.0,-1.6
O=C(CCC(=O)c1ccc(F)cc1)Nc1cccc(Br)c1,-17.5,5.9,-8.0,-8.0,-1.9,-22.6,1.3,117.8,-2.5
O=C(CSc1n[nH]c(-c2ccccc2O)n1)NC1CCCCC1,-4.8,-13.3,0.9,-2.9,-2.3,-5.4,-10.9,99.0,1.0
O=C(CC12CC3CC(CC(C3)C1)C2)NCC(=O)OCc1cc(=O)oc2ccc3ccccc3c12,13.8,24.4,3.6,-18.7,0.4,4.3,-1.6,112.0,-0.1
Cc1ccc2[nH]c3c(c2c1)CC/C(=C/c1ccccc1)C3=O,-8.2,2.6,-1.9,1.1,0.6,-6.6,-4.1,104.2,1.3
O=C(COC(=O)C1CC1)Nc1c(Cl)cccc1C(F)(F)F,2.2,-10.0,-5.4,-10.2,-2.3,2.5,-12.4,86.7,2.7
CCC(C)(C)NC(=O)CN(Cc1cccs1)C(=O)CNS(=O)(=O)c1ccc(C)cc1,0.4,-2.8,3.5,5.4,-1.9,-4.8,-0.5,101.5,7.7
Cc1nn(-c2nc(-c3ccco3)cc(C(F)(F)F)n2)c(C)c1Cl,17.5,0.1,-0.2,-3.4,-3.5,-13.2,6.6,104.6,2.5
CC(C)Cn1c(N)c(C(=O)CSc2n[nH]c(N)n2)c(=O)n(C)c1=O,.,.,-0.2,.,.,.,-4.1,91.8,0.9
Cc1cc(C(=O)CSc2nc3ccccc3[nH]2)c(C)n1C,-3.2,10.0,2.0,-5.9,-1.1,15.4,25.4,95.6,1.6
Cn1c(=O)c2c(nc3n2CCS3)n(C)c1=O,-6.7,2.9,-3.1,1.6,-2.2,-0.9,-9.1,91.5,2.0
O=C(NCc1ccccc1Cl)c1ccc2c(c1)SC1=NS(=O)(=O)CCN12,0.5,-0.4,0.6,4.1,-1.0,4.3,6.6,109.6,-3.6
CCc1ccc(CN(C)C(=O)c2cc(COc3cccc4cnccc34)on2)cc1,9.8,8.4,5.3,-0.3,3.4,-11.2,-15.7,116.1,3.6
COC(=O)c1ccc(NC(=O)CO/N=C2\CCCc3nonc32)cc1,0.2,0.9,-2.4,-2.0,6.9,-8.1,-9.2,104.0,0.6
COc1ccc(-c2nc3ccccc3[nH]2)cc1,0.2,-2.0,-4.1,-3.9,1.2,3.8,2.6,92.1,0.0

# Arranged by number of heavy atoms (ascending): some entries from above
Structure,GASC-1 inh,HCV core dimer,PP1 counter,CTSL1 counter,TPT1 inh,EBNA-1 inh,ZTA DNA inh,Yeast superoxide,PP5 primary
O=C(CCC(=O)c1ccc(F)cc1)Nc1cccc(Br)c1,-17.5,5.9,-8.0,-8.0,-1.9,-22.6,1.3,117.8,-2.5
Cc1ccc2[nH]c3c(c2c1)CC/C(=C/c1ccccc1)C3=O,-8.2,2.6,-1.9,1.1,0.6,-6.6,-4.1,104.2,1.3
Cc1oc(-c2ccccc2F)nc1CS(=O)CC(=O)NCCN1CCCCC1C (centres undefined),-27.4,7.7,-2.4,-0.2,-1.4,18.3,-3.4,96.2,-0.5

# Source: PubChem BioAssay (several laboratories)

# Not a hit list; about 3.1% have a hit in one of these screens.
